MBD2 inh = inhibitors of human MBD2 binding to methylated oligonucleotide; Q9UBB5; TR-FRET; inhibition, % at 4.4 µM; 0.31% of 370,000 active; AID 686964; in the data active = inhibition above about 13%
proKLK7 act = activators of human kallikrein-7 zymogen; P49862; purified proKLK7, EDANS-DABCYL substrate fluorescence; 100% is mature enzyme control, 0% vehicle; activation, % at 7 µM; 0.9% of 370,000 active; AID 652039;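 active = activation above the mean of all tested compounds plus 3 SD, computed per campaign excluding outliers beyond control limits, cut at about 13% in these data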
Target sequence (P49862 whole entry, looked up): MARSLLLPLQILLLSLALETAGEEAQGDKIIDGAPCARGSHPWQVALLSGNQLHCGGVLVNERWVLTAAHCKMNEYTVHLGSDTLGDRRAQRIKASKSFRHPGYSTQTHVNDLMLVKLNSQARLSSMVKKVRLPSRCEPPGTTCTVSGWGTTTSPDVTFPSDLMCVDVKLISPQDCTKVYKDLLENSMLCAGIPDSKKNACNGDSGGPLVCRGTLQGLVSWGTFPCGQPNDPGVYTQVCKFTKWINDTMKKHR
PRMT1 FP inh = PRMT1 (human) inhibition, primary screen; recombinant PRMT1, activity-based probe fluorescence polarization; inhibition, % at 2.79 µM; 1.3% of 370,000 active; AID 652257;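 active = inhibition above about 21% made by adding two undisclosed values, limit read from the data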
UHRF1 binding = blocks human UHRF1 binding to methylated DNA; Q96T88; UHRF1 binding to methylated oligo, TR-FRET; inhibition, % at 4.4 µM; 0.75% of 370,000 active; AID 687016; in the data active = inhibition above about 21%;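 note: UHRF1 SRA domain binding a hemimethylated CpG hairpin DNA probe; 0% = median of test compound wells and 100% = reference inhibitor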
SIAE inh = human SIAE inhibition, primary screen | Q9HAT2 | SIAE FP-Rh probe binding, fluorescence polarization | inhibition, % at 9.66 µM | 0.69% of 370,000 active;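 active = inhibition above a cutoff: mean of compounds within the control limits plus 3 SD of those, cut at about 17% in these data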;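 note: 0% = plate median of compound wells and 100% = probe without SIAE protein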
LEDGF integ inh = blocks HIV-1 LEDGF/p75-dependent DNA integration. TR-FRET IN-LEDGF/p75 DNA integration, Eu/Cy5. inhibition, % at 3.7 µM. 0.64% of 370,000 active. AID 743269;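 active = inhibition above the screen-wide mean plus 3 SD, cut at about 13% in these data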;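 note: signal is the Cy5 over europium emission ratio at 671 and 618 nm; 0% = plate median of compound wells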
TDP2 inh = blocks human TDP2 phosphodiesterase activity; inhibition, % at 12.8 µM; AID 720702; recombinant TDP2, T5PNP hydrolysis, p-nitrophenol absorbance 415 nm; 0.34% of 370,000 active;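 active = inhibition above the mean of all tested compounds plus 3 SD, set per campaign, cut at about 25% in these data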;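 note: 0% = DMSO with enzyme and 100% = buffer with substrate but no TDP2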
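System – recombinant human TDP2 · Quantity – TDP2 enzyme at 120 nM final · Doses – single concentration, 12.8 µM nominal, with 1% DMSO · Incubation – 2 h at 37 °C · Measured by – epi absorbance of p-nitrophenol freed from T5PNP by hydrolysis · Read-out – % inhibition relative to enzyme-containing and enzyme-free wells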
DDE Tn6 FP inh = inhibitors of Tn6 peptide binding to human fibrin DD(E). AID 720509. Fibrin DD(E) TRITC-Tn6 fluorescence polarization displacement. P02675. inhibition, % at 8.3 µM. 0.21% of 370,000 active;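 active = inhibition above a per-campaign cutoff: mean of compounds within control limits plus 3 SD, cut at about 15% in these data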;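 note: 0% = median of all compound wells on the plate and 100% = blocking peptide control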
Target sequence (P02675 whole entry, looked up): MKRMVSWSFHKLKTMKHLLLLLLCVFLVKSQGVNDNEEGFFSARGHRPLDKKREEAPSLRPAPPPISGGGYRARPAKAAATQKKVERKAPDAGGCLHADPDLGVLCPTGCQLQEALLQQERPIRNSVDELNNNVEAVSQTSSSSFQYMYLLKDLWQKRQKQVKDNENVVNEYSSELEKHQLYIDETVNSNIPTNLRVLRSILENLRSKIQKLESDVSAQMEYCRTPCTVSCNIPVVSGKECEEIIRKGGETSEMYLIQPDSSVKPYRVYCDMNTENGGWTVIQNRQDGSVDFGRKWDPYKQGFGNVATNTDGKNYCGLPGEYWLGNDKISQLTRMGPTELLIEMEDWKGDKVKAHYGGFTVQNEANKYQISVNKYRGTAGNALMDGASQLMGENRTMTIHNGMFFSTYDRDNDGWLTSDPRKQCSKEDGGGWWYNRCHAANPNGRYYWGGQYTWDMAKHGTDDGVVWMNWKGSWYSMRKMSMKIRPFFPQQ
TCR CD3 inh = inhibitors of human TCR-CD3 interaction; TAMRA-labeled TCR probe fluorescence, biochemical; inhibition, % at 9.4 µM; 0.37% of 360,000 active; AID 651800; in the data active = inhibition above about 19%;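 note: recombinant mutant TCR 2C K166C tagged with TAMRA read by polarization; 0% = receptor in buffer alone and 100% = receptor with positive control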
Tn7 DDE FP = disrupts Tn7 cyclic peptide binding to fibrin D-Dimer-E complex | P02675 | FP displacement of FITC-Tn7 peptide from fibrin DD(E); 0% = median of compound wells per plate | inhibition, % at 8.3 µM | 0.13% of 370,000 active | AID 720508;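 active = inhibition above the mean of compounds falling within the control limits plus 3 SD of them, cut at about 14% in these data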;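 note: 0% = plate median of compound wells and 100% = 10 µM Aha-Tn7 peptide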
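Assay system: human fibrin DD(E) protein / Input: 2 µM fibrin DD(E) / Benchmarks: high control of 10 µM Aha-Tn7 peptide / Measured by: fluorescence polarization of the labelled Tn7 tracer / Medium: Tris buffer with calcium and detergent, pH 7.8 / Timing: 10 min compound pre-incubation, 3 h probe incubation at room temperature / Repeats: one replicate per compound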
* marks the source's active call; other numbers are inactive results. An unsorted share of the library; about 4.6% have a hit in one of these screens.

Molecule	MBD2 inh	proKLK7 act	PRMT1 FP inh	UHRF1 binding	SIAE inh	LEDGF integ inh	TDP2 inh	DDE Tn6 FP inh	TCR CD3 inh	Tn7 DDE FP
CCO/N=C(\C)c1c(O)cc(C(C)C)n(-c2ccccc2)c1=O	-6	0.0	1	1	3	1	10	2	0	-5
COc1cccc(OC)c1C(=O)Nc1cc2c(cc1N1CCOCC1)n(C)c(=O)n2C	3	0.1	2	3	9	-2	2	6	6	7
O=C(Nc1ccccc1F)C1CCN(C(=O)NC2CCCCC2)CC1	-3	-0.1	1	-2	-2	-1	1	8	0	7
CCOc1ccc(-c2n[nH]c(=S)n2/N=C/c2cc3c(cc2[N+](=O)[O-])OCO3)cc1	2	-0.5	-1	-5	-1	0	-2	2	12	4
OCCCNc1nc(-c2ccccc2)c2cc(Br)ccc2n1	1	2.0	1	6	4	3	6	5	2	-5
COc1ccc(C)cc1S(=O)(=O)N(C)CC(=O)NCc1ccco1	3	0.1	9	5	-4	4	-5	0	-6	-1
Cc1ccc(C)c(NC(=O)CN2C(=O)NC(CCc3ccccc3)C2=O)c1 (centres undefined)	5	0.0	2	0	3	-3	-1	-3	-9	0
O=C(Nc1nc2ccc(S(=O)(=O)N3CCCCC3)cc2s1)C1CCCO1 (centres undefined)	0	0.2	0	-2	-3	3	13	4	6	-5
COc1ccc(C2C(C(=O)Nc3cccc(C)n3)c3ccccc3C(=O)N2C)cc1 (centres undefined)	6	-0.4	5	5	-9	-1	-8	-12	-6	-9
O=C1NC(=S)N/C1=C/c1cccc([N+](=O)[O-])c1	1	0.1	2	2	-9	-5	-5	0	-2	7
O=C(Nc1cc2c3c(c1)CC(=O)N3CCC2)c1ccccc1C(F)(F)F	-1	-0.3	-4	0	3	1	1	0	-4	0
CCCS(=O)(=O)NC(=O)C1(C)CCN(C(=O)c2cccc(OC(F)(F)F)c2)C1 (centres undefined)	3	-0.8	2	-1	3	-3	-1	15*	-6	4
O=C(O)c1cc(-c2ccco2)nn1-c1cccc(Cl)c1	6	0.8	20	28*	-3	15*	-1	5	7	0
Cc1oc2c(O)c(O)ccc2c(=O)c1-c1ccc(Cl)cc1	2	1.3	13	4	-1	-2	-8	6	13	-5
Nn1c(SCC(=O)NC2CCCc3ccccc32)nnc1C1CC1 (centres undefined)	-1	-0.4	3	-1	-6	1	-2	4	4	8
COc1ccc(-c2ccc(CN3C(CC(C)C)C(=O)N(Cc4cn(Cc5ccco5)nn4)CCS3(=O)=O)cc2)cc1OC (centres undefined)	1	-0.6	2	-1	-5	-1	-1	5	2	5
CCCc1cc(=O)[nH]c(SCC(=O)Nc2oc(C)c3c(C)n[nH]c(=O)c23)n1	3	0.4	11	2	5	-2	-5	-4	-1	-5
Cn1c(=O)c2c(ncn2CC(O)CNc2ccc(Cl)cc2)n(C)c1=O (centres undefined)	12	0.0	3	11	-3	-1	9	-7	1	3
CCCS(=O)(=O)N1CCN(S(=O)(=O)c2ccc(F)cc2)CC1	2	-0.5	-3	9	0	-1	7	-2	-4	-2
CCOc1ccc(-c2c(=O)n(OCc3ccc([N+](=O)[O-])cc3)c3ccccc3[n+]2[O-])c(OCC)c1	-3	-0.3	3	0	2	-4	7	-4	-3	-5
COC(=O)NC1CC2C=CC1C1C=CC21 (centres undefined)	-2	0.4	0	1	0	3	-12	-5	1	-2
Cc1cccc(OCCCC(=O)Nc2ccc(S(N)(=O)=O)cc2)c1	-2	-0.2	1	3	-5	-1	-3	4	-4	9
Cc1ccc(C(=O)CSc2nc(C(C)C)nc3ccccc23)cc1	2	0.1	0	-2	-2	2	-5	-4	0	-14
CCC(C)(C)n1nnnc1CN(Cc1cc2cc(OC)ccc2[nH]c1=O)C1CCCC1	4	1.6	1	-2	-4	3	-7	3	-1	-3
CCN(C(=O)c1cn(C)c(=O)c2cc(OC)c(OC)cc12)c1cc(OC)ccc1OC	2	0.5	1	0	1	3	-10	-2	-2	-1
C[C@H]1CN([C@@H](C)CO)C(=O)CCCn2nncc2CO[C@H]1CN(C)S(=O)(=O)c1ccc(C#N)cc1	1	-0.1	-5	-4	-8	5	8	-6	2	1
Cc1cc(-c2n[nH]c(=S)n2/N=C/C(Cl)=C/c2ccccc2)n[nH]1	-1	-0.3	26*	0	-5	-1	6	-2	3	-2
CCOC(=O)C[C@H]1c2ccc(C(F)(F)F)cc2S(=O)(=O)N1C1CCCC1	-2	0.2	-1	-1	4	3	5	0	2	1
Cc1sc2ncnc(N3CCC(C(=O)NNC(=O)COc4ccccc4F)CC3)c2c1C	0	0.0	-1	-2	-13	1	9	-1	11	5
CC1(C)CC(=O)C(C=NCCc2ccccn2)=C(O)C1	-3	0.6	0	-3	0	-3	-4	4	5	4
C[C@@H]1CN([C@H](C)CO)C(=O)c2cc(NC(=O)Nc3cccc4ccccc34)ccc2O[C@H]1CN(C)Cc1ccc(C(F)(F)F)cc1	-10	-1.9	-3	-1	-66	1	1	2	25*	5
Cc1ccc(OCCOCCN(C)C)c(Cl)c1	-2	-0.7	-4	3	3	0	2	1	4	-6
COCCNC(=O)/C(C#N)=C/c1cc(C(C)C)c(OC)cc1C	1	-0.4	6	0	8	0	3	-5	-2	3
COC(=O)[C@H](Cc1ccccc1)NC(=O)NCc1ccccc1OC	4	-0.7	-1	-2	-6	-1	6	0	3	-1
Cc1cc(C)n(S(=O)(=O)c2ccc3ccccc3c2)n1	-2	0.1	-4	-1	-5	-1	-10	0	-3	7
CCCCc1nnc(NC(=O)C2=COCCO2)s1	1	0.0	6	3	-6	-3	-22	-4	-1	-8
CCOc1cc(CNCCCN2CCOCC2)cc(Cl)c1OCC(=O)NC(C)(C)C	-2	0.1	0	4	-1	-3	1	5	-3	3
Cn1c(N)c(C(=O)NCc2ccccc2)sc1=S	-3	-0.5	26*	-2	4	3	-6	-8	6	-2
CSc1nsc(NC(=O)Nc2ccccc2)n1	2	-0.7	-2	1	-8	-1	0	-11	2	1
COc1ccc(-c2nn(-c3ccccc3)cc2CO)cc1	-1	0.0	3	-1	2	-1	-6	6	7	4

Compounds from the list above that have a cyano group:
Molecule	MBD2 inh	proKLK7 act	PRMT1 FP inh	UHRF1 binding	SIAE inh	LEDGF integ inh	TDP2 inh	DDE Tn6 FP inh	TCR CD3 inh	Tn7 DDE FP
C[C@H]1CN([C@@H](C)CO)C(=O)CCCn2nncc2CO[C@H]1CN(C)S(=O)(=O)c1ccc(C#N)cc1	1	-0.1	-5	-4	-8	5	8	-6	2	1
COCCNC(=O)/C(C#N)=C/c1cc(C(C)C)c(OC)cc1C	1	-0.4	6	0	8	0	3	-5	-2	3

Next part
Molecule	MBD2 inh	proKLK7 act	PRMT1 FP inh	UHRF1 binding	SIAE inh	LEDGF integ inh	TDP2 inh	DDE Tn6 FP inh	TCR CD3 inh	Tn7 DDE FP
COc1ccc(C2=NOC(Cn3nc(-c4ccccc4)cc3C(=O)NCc3ccccc3OC)C2)cc1 (centres undefined)	-4	0.0	-2	-1	-21	0	-5	4	2	0
CCOC(=O)Cn1c(=O)oc2cc(S(=O)(=O)Nc3c(C)cc(C)cc3C)ccc21	3	1.1	6	1	0	-3	-1	-4	-7	3
O=C(Nc1nc(-c2ccccn2)cs1)c1cccc(S(=O)(=O)N2CCOCC2)c1	-3	0.3	9	-6	-13	-1	-5	-1	-2	3
COC(=O)C1=C(C)NC(C)=C(C(=O)OC)C1c1ccc(-c2cc(Cl)ccc2Cl)o1	-3	-5.3	14	-1	-19	0	-1	-1	-3	-6
O=C(CSc1nnc(Cc2ccccc2)o1)N1CCOCC1	5	0.0	1	8	-3	3	9	-8	-7	7
O=[N+]([O-])c1cccc(N2Cc3ccccc3C2)c1	1	0.0	4	0	-2	-4	6	-1	-4	-1
S=C(N/N=C/c1ccco1)NC1CC2CCC1C2 (centres undefined)	3	0.1	27*	1	10	-2	1	4	12	6
COc1cc(C(=O)NC(C)C2CC3CCC2C3)cc(OC)c1OC (centres undefined)	-4	0.2	-2	1	0	4	6	2	8	6
Cc1ccc(S(=O)(=O)c2nc(NCCN(C)C)sc2Cl)cc1	-5	0.4	-4	-2	0	3	-3	-2	9	-2
CCCS(=O)(=O)N1CCC(C(=O)NCCc2ccccc2)CC1	3	-0.3	2	3	0	2	8	5	-1	-3
N#CCCn1cc(C(=O)Nc2ccccc2Br)c(-c2cccs2)n1	-1	0.4	-3	-3	4	-5	-3	-2	0	-3
Cc1ccsc1CN(C)CC(=O)Nc1cccc(S(=O)(=O)N(C)c2ccccc2)c1	0	-0.4	1	0	-5	-1	-4	-5	-3	2
O=C(Cc1c(F)cccc1Cl)Nc1ccc(S(=O)(=O)N2CCCC2)cc1	7	-0.3	5	2	-6	-3	-8	-6	-11	4
CC(C)(O[C@@H]1O[C@H](CO)[C@@H](O)[C@H](O)[C@H]1O)[C@H]1Cc2cc3ccc(=O)oc3cc2O1	-3	11	-3	-3	9	2	7	1	2	-4
CCOc1ccc(C(=O)C[n+]2ccccc2C)cc1	-3	-0.2	2	2	0	14*	4	-2	-8	-1
Cc1ccc2[nH]c(=O)c(CN(CCO)C(=O)N(C)C)cc2c1	0	1.2	1	0	0	1	3	-7	-1	2
COc1ccccc1-c1cn(C(C)(C)C)nc1C	2	-0.6	0	-1	-9	0	8	2	1	4
O=C(COc1ccc2ccc(=O)oc2c1)Nc1ccc(CCO)cc1	-1	0.5	0	-2	3	-2	-3	3	1	-2
COc1ccc(CCNC(=O)C(NC(=O)OCc2ccccc2)C(C)C)cc1OC (centres undefined)	1	-0.1	-2	1	-11	-3	-6	-5	11	-4
O=C(CCN1CCOCC1)NNC(=S)NC(=O)c1ccccc1	1	0.2	6	-2	2	-4	2	3	2	-1
COc1ccc(OCCCC(=O)NNC(=O)CCN2CCN(c3ccccc3)CC2)cc1	3	-0.3	2	-2	1	0	-1	-3	-5	-1
COc1ccccc1N1CCN(C(=O)CCc2ccc(S(=O)(=O)NC(C)C)cc2)CC1	-1	-0.4	-4	1	0	-1	1	-4	8	-4
COC(=O)C1=C(C)N(Cc2ccccc2C(F)(F)F)C(=NCc2ccccc2)NC1c1ccc(C(F)(F)F)cc1 (centres undefined)	-1	-0.5	-3	-4	-8	6	-11	1	0	0
O=C(N=C1SC2CS(=O)(=O)CC2N1CCc1ccc(F)cc1)C1CCCCC1 (centres undefined)	-6	-0.2	4	-1	7	-2	4	5	0	8
CC1CCC2(CC1)NC(=O)N(CC(=O)Nc1ccc3[nH]c(=O)[nH]c3c1)C2=O (centres undefined)	-1	0.1	-1	3	4	-3	-7	-3	-2	1
COc1cc(-n2c(C)nc3cc(C(=O)NCC4CCCO4)ccc32)cc(OC)c1OC (centres undefined)	-1	0.3	-1	-1	7	1	3	3	-4	5

Screening results from PubChem BioAssay.
